cardiac RTF act = increases calcium sensitivity of human cardiac regulated thin filaments; IANBD-labeled TnC RTF fluorescence at EC20 calcium; 0% EC20 calcium, 100% full calcium; activation, % at 7.2 µM; P19429+P45379; hit rate 0.24% among 340,000;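 active means activation above the mean over all tested compounds plus 3 SD, cut at about 30% in these data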;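 further: rise in fluorescence read as greater calcium sensitivity of cardiac thin filaments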
PvdQ acylase = P. aeruginosa PvdQ acylase inhibition; purified PvdQ acylase, fluorescence plate reader; inhibition, % at 10 µM; hit rate 0.063% among 340,000; in the data active means inhibition above about 30%, passing the limit was not always enough; inconclusive means no clear call, values can overlap the other calls;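 further: 0% = vehicle neutral wells and 100% = reference inhibitor wells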
CDK5 inh = CDK5/p35 (human) kinase inhibition. Q00535+Q15078. Recombinant CDK5/p35, ADP-Glo luminescence, 60 min. inhibition, % at 10 µM. hit rate 0.01% among 330,000;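 active means highest replicate inhibition of at least 50% and at least 75% of replicates reaching 50%; inconclusive means only one of the two criteria met; inactive means both criteria failed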;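 further: plate controls were DMSO neutral control for no effect and GW8510 at 10 µM for full effect; many of its hits are not listed in these tables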
NSD2 inh = inhibitors of human histone methyltransferase NSD2 | NSD2 peptide methylation, AlphaScreen, 120 min | O96028 | inhibition, % at 12.5 µM | AID 743445 | hit rate 0.54% among 310,000; in the data active means inhibition above about 50%
Target sequence (O96028 whole entry, looked up): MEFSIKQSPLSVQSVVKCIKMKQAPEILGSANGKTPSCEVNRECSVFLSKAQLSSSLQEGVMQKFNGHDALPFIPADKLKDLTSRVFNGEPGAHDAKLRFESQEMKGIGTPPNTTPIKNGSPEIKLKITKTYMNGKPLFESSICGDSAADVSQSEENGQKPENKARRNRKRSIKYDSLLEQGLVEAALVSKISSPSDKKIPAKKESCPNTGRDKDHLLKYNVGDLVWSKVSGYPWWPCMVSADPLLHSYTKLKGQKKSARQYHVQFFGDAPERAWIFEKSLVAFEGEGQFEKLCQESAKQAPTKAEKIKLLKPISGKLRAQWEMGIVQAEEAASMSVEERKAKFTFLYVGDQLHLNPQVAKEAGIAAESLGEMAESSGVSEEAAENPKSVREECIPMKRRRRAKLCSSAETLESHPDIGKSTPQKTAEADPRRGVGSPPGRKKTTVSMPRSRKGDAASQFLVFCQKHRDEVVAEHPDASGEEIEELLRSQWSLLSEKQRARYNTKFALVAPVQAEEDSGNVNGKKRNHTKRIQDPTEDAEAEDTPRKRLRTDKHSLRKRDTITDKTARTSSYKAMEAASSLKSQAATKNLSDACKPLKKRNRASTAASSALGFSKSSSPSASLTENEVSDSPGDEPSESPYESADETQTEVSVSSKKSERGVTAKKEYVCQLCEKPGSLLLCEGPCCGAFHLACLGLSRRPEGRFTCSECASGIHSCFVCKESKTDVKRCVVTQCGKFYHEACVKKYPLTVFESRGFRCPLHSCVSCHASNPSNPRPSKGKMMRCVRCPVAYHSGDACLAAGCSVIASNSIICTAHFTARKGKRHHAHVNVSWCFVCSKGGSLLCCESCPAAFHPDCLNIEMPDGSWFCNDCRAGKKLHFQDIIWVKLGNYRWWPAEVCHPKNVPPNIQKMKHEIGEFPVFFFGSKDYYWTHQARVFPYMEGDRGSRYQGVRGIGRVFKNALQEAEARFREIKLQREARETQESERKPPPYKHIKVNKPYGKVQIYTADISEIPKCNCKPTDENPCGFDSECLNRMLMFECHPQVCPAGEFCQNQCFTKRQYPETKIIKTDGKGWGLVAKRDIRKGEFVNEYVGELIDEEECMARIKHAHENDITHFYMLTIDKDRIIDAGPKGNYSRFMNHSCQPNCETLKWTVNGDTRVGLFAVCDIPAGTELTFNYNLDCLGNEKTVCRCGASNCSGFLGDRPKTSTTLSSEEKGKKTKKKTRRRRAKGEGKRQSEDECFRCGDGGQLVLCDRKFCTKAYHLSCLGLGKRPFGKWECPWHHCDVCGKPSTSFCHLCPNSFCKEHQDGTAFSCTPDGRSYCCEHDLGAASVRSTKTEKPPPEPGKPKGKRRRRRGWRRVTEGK
dFosB act = enhances mouse delta FosB homodimer DNA binding | hit rate 0.99% among 340,000 | purified delta FosB, TAMRA-CDK5 oligo fluorescence polarization; percent of positive-control signal above neutral wells | activation, % at 25 µM | AID 493131;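 active means mean activation above about 17%, with every replicate also reaching it, limit read from the data, passing the limit was not always enough; inconclusive means only one of the two conditions met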;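 further: fluorescence polarization rise as delta FosB binds a TAMRA Cdk5 AP-1 oligo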
SUMO Mot1 rescue = SUMOylation pathway inhibition by Mot1-301 growth rescue | S. cerevisiae Mot1-301 growth rescue, ATP luminescence, 38.5C; percent above DMSO median, 100 means doubled | growth rescue, % at 18.8 µM | hit rate 1% among 320,000 | AID 2716;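 active means every valid replicate shows activation above 250% relative to neutral control wells; inactive means the rest, any valid replicate at or below 250%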;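 further: OY570 slx delta 5 strain wells were the positive control but not used for scaling; some compounds called inactive have numbers as strong as hits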
PfHsp90 set2 = reduces growth (ATP signal) of yeast expressing P. falciparum Hsp90; S. cerevisiae expressing PfHsp90, BacTiter-Glo ATP, 48 h; yeast lacking PDR1 and PDR3 efflux regulators; inhibition, % at 9.4 µM; hit rate 0.32% among 310,000; AID 504621;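 active means every replicate shows inhibition above about 80%, whatever the replicate mean, limit read from the data; inconclusive means mean inhibition reaches the set limit but some replicate falls short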;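 further: 0% = DMSO neutral controls and 100% = 20 µM radicicol positive controls; yeast relying on Plasmodium falciparum Hsp90 in place of its own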
C-LANA FP = KSHV C-LANA DNA binding inhibition. MBP-C-LANA/FAM-LBS DNA binding, fluorescence polarization. inhibition, % at 9 µM. hit rate 0.078% among 340,000;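 active means highest replicate inhibition at or above 60% at 9 µM, even if other replicates fall short; inactive means all replicates below 60% inhibition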;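 further: 0% = neutral control wells and 100% = 4 µM acridine orange control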
Keap1 Nrf2 FP = inhibitors of human Keap1-Nrf2 protein-protein interaction. Q14145. Keap1 Kelch-Nrf2 peptide fluorescence polarization, 1536-well. inhibition, % at 9.4 µM. hit rate 0.15% among 340,000. AID 504523; in the data active means inhibition above about 12%; inconclusive means no clear call, values can overlap the other calls; inactive means below about 7.3%;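 further: human Keap1 Kelch domain with fluorescein labeled Nrf2 9mer peptide probe; 0% = neutral control wells and 100% = peptide positive control; higher means more block of Keap1 binding to Nrf2 peptide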
Rtt109 HAT inh = blocks Candida albicans Rtt109/Vps75 acetyltransferase activity. Q5AAJ8. purified Rtt109/Vps75, ThioGlo CoA-SH fluorescence, 4 h. inhibition, % at 34.9 µM. hit rate 0.16% among 330,000;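 active means inhibition of at least 50% in every replicate; inconclusive means best replicate reaches 50% inhibition but some replicates fall short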
Cardiac RTF inh = cardiac RTF calcium desensitization; IANBD-labeled cardiac RTF, Ca2+ fluorescence; hit rate 0.12% among 340,000; inhibition, % at 7.15 µM;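 active means inhibition above the mean inhibition of all tested compounds plus 3 SD, cut at about 17% in these data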;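 further: assay run at fixed EC70 calcium of 1.6 mM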
* marks the source's active call; other numbers are inactive results; ? = inconclusive; . = no result given; & = joins results of further samples.

SMILES	cardiac RTF act	PvdQ acylase	CDK5 inh	NSD2 inh	dFosB act	SUMO Mot1 rescue	PfHsp90 set2	C-LANA FP	Keap1 Nrf2 FP	Rtt109 HAT inh	Cardiac RTF inh
CC(C)(C)/C=N/NC(=O)C1CC1	.	-16	0.8	-1	-6	300	-5	-1.6	-3	-1	.
Cc1ccc(OCCNC(=O)C2CC(=O)N(Cc3ccccc3)C2)cc1 (centres undefined)	-3	5	-1.4	-3	-3	-6	-16	0.1	-7	-8	-9
O=C(c1ccc(NC2=NC3CS(=O)(=O)CC3S2)cc1)N1CCN(c2ccccc2)CC1 (centres undefined)	3	-15	-2.1	.	-1	-13	-2	0.9	2	2	-4
CC(NC(=O)c1ccccc1F)C12CC3CC(CC(C3)C1)C2 (centres undefined)	-7	-15	-0.7	.	3	48	25	0.0	-4	-2	-7
CCOc1ccc(S(=O)(=O)NCC2CCCO2)cc1NC(=O)c1ccccc1F (centres undefined)	2	-16	0.7	0	-4	39	2	1.8	-3	-6	-5
COc1cc([C@H]2OC[C@H]3[C@@H]2CO[C@H]3c2ccc(O)c(OC)c2)ccc1O	-7	-1	-0.2	.	9	-2	6	-1.1	0	-2	-4
CCC(C)N(C(=O)COC(=O)c1ccc(=O)n(Cc2ccccc2)n1)C1CCS(=O)(=O)C1 (centres undefined)	-2	-3	-0.4	1	-2	-14	.	-1.8	0	-7	-2
Nc1nonc1C(=O)NCCNCc1ccccc1	1	-13	2.2	.	-4	37	-2	-0.8	-6	0	1
CC(C)OC(=O)c1ccc(N2CCN(c3ccccc3F)CC2)nc1	-3	-6	-2.0	2	1	-13	5	1.1	-1	-1	6
O=C(N/N=C/c1ccc(O)cc1O)C(=O)N/N=C/c1ccc(O)cc1O	-4	-6	0.6	2	5	-26	-2	0.0	-1	-4	-4
O=C(c1cccc(Cl)c1)C1CCCN(C(=O)c2ccc3c(c2)OCO3)C1 (centres undefined)	-4	-9	0.1	-5	-1	7	-2	0.5	-4	6	0
CC(C)Oc1cccc(C(=O)N/N=C/c2coc3ccccc3c2=O)c1	-2	-12	-1.5	3	-12	12	1	0.5	-2	1	0
N#CC1(c2ccccc2)CCC(=O)N1Cc1ccccc1 (centres undefined)	-4	-8	4.1	1	6	-5	13	0.8	3	-10	-4
O=C(CN(CCc1ccccc1)C(=O)CN1C(=O)COc2ccccc21)NCc1ccco1	6	3	0.8	-2	3	-18	15	0.7	4	3	-5
Cc1ccc2cccc(OCc3cccc([N+](=O)[O-])c3)c2n1	0	-18	0.7	3	-6	14	-10	-2.8	-1	5	0
O=c1[nH]c2ccccc2n2c(-c3ccncc3)nnc12	4	4	-0.1	-1	-3	.	13	-0.5	0	-2	2
O=C(COc1ccc(F)cc1)N1CCCc2ccccc21	-5	1	0.8	-2	-5	1	6	0.5	3	-8	1
O=S(=O)(/N=C(/Nc1nc2ccccc2s1)c1ccccc1)c1ccccc1	4	0	0.4	-1	-11	-11	-21	-0.6	-2	-5	-1
O=C(Nc1ccc(Cl)cc1)c1nc[nH]c1C(=O)N1CCN(c2ccccc2)CC1	1	-14	-1.2	.	-2	-6	3	0.9	4	6	-5
CCCCNC(=S)N/N=C/c1sccc1C	8	-4	-3.0	-4	-4	-1	-75	0.4	1	-7	0
CCOc1ccc(CCNC(=O)CSc2cc(=O)n(CC)c3ccccc23)cc1OCC	-4	-15	.	-3	-10	4	37	-3.3	-4	15	-11
CCN(CC)CCCN(Cc1cc2cc(OC)ccc2[nH]c1=O)C(=O)Nc1ccc(F)cc1	-2	17	0.4	86*	-8	463*	3	-2.5	-2	28	-15
Cc1ccc(CNC(=O)c2c(-c3ccccc3)sc3ccccc23)o1	9	-14	0.1	.	-2	72	2	-0.5	-4	0	-13
Cc1nnc(NC(=O)CN2CCN(Cc3ccc(F)cc3Cl)CC2)s1	-3	-18	-0.6	-6	-5	2	0	0.3	-2	5	-12
CC(Sc1nnc(C2CC2)n1-c1ccccc1)C(=O)N1CCNC1=O (centres undefined)	6	7	1.8	1	-5	.	-13	1.0	-3	4	-2
CCC(C)NC(=O)Cn1cnc2sc(C)c(S(=O)(=O)N3CCN(c4ncccn4)CC3)c2c1=O (centres undefined)	-4	-9	0.3	-2	0	96	0	0.5	2	-14	-9
CCOC(=O)c1sc2nc(CC(=O)OC)nc(NCCN(CC)CC)c2c1C	2	-12	-2.1	29	-17	-1	-19	-2.1	1	2	-8
Cc1ccc(C(=O)OCC(=O)NCc2cc(C)c(O)c(C)c2)cc1S(=O)(=O)N1CCCCC1	0	-5	-2.0	0	-7	2	27	1.7	-4	5	0
COc1cccc(NC(=S)N(Cc2ccco2)C(C)c2ccco2)c1 (centres undefined)	5	15	-0.1	1	4	3	19	-0.5	-3	-4	0
Cc1cccc(C(=O)Nc2ccccc2C(=O)Nc2ccc(C(=O)O)cc2)c1	0	-13	1.0	1	-7	0	-10	3.5	2	1	-10
CC1=CC(=O)c2ccccc2C1=O	-4&2	-1&-9	1.3&0.1	.	5&-1	-1&192	5&6	1.0&0.8	-2&2	9&1	3&-5
COc1ccc(C2Nc3ccccc3C(=O)N2c2ccccc2)cc1CSc1ccccn1 (centres undefined)	-11	7	1.1	1	3	-10	16	0.8	-4	7	9
Cc1ccc(C2=NS(=O)(=O)N(C)C(C(=O)NCc3cccs3)=C2)cc1	-4	-4	-3.8	.	-9	-6	-10	-0.8	-4	3	-3
O=C(CCC(=O)Nc1ccc(Br)cc1)N/N=C/c1ccc(F)cc1	-6	4	2.1	0	-3	-3	-7	1.7	-6	5	-1
CCN(CC)CCCn1c2c(c(SCC(=O)Nc3ccc4c(c3)OCCO4)nc1=O)CCC2	-2	-10	2.0	26	-4	1	-4	1.4	-4	-5	3
COc1ccc(-c2noc(CSc3nc4sc(C)c(C)c4c(=O)n3-c3ccccc3)n2)cc1	2	-11	-0.8	-3	3	-1	0	-0.5	-6	-4	4
Clc1ccc(OCc2nn3c(-c4ccco4)nnc3s2)c(Cl)c1	3	-3	0.0	-1	-8	0	.	1.5	-1	.	-8
COCc1ccc(CN2CCCC(CCC(=O)NCc3ccc(C)o3)C2)o1 (centres undefined)	6	-14	1.9	0	-8	3	-1	-1.3	-2	0	-17
COc1ccc2ccccc2c1/C=N/N1C(=O)CSC1=S	1	-3	-1.2	-1	-10	-15	-15	1.4	0	0	-6
O=C(COC(=O)[C@@H]1CCCN1S(=O)(=O)c1ccc(Cl)cc1)NC1CC1	1	-11	-4.6	1	10	-3	-35	-0.3	-1	-7	7
CC(=O)c1ccc(S(=O)(=O)N2CCN(C(C)C(=O)N(C)Cc3ccccc3)CC2)cc1 (centres undefined)	-1	-16	-2.3	1	-12	16	6	-0.8	-7	-3	-12
O=C(Nc1cccnc1)c1cc([N+](=O)[O-])ccc1Cl	6	-9	2.2	-2	10	11	7	-1.7	-6	-28	-2
CCOC(=O)C1=C(CSc2nccn2C)NC(=O)NC1c1ccc(OC)cc1 (centres undefined)	4	-10	0.1	-1	0	-12	-5	-0.2	-2	9	-3
COc1ccccc1-c1cc(C(=O)N/N=C/c2sccc2C)c2ccccc2n1	5	-13	0.5	-1	-6	-9	7	0.8	-6	-10	-2
CCCc1c(C(=O)N/N=C(\C)c2ccc(O)cc2)nnn1-c1nonc1N	-2	4	0.6	-1	8	-2	8	0.7	3	-3	-11
O=C(COc1ccccc1)OCC(=O)c1c[nH]c2ccccc12	-2	1	-0.1	-1	-2	-8	8	0.0	-2	14	-7
Cc1csc2ncnc(NC3CCN(Cc4ccccc4)CC3)c12	-1	-11	0.2	2	-9	-7	-13	1.2	4	2	-5
COc1cccc(OC)c1C1=NC(C)(C)CO1	-4	7	7.9	-2	-1	54	7	-1.8	2	-7	1
CCCN(CCC)C(=O)c1cc2c(=O)[nH]c3ccc(C)cc3c2s1	7	-4	-0.3	3	-36	-51	9	-1.2	-4	-4	-12
O=C(CN1CCN(C(c2ccccc2)c2ccccc2)CC1)Nc1ccc(N2CCOCC2)cc1	-2	-10	-0.5	-5	3	-14	-10	-1.3	?	4	-11
COc1ccc2nc(NC(=O)CSc3nnc4n3C(C)(C)Cc3ccccc3-4)sc2c1	-2	-3	-1.4	-1	-2	6	-171	-0.9	0	6	-1
Cc1sc2nc(-c3cccnc3)nc(Cl)c2c1-c1ccccc1	-7	-3	-0.2	-1	-15	-5	-41	0.2	-5	2	-7
CCC1(C)Cc2ccccc2-c2nc(NCCO)n(-c3ccccc3)c(=O)c21 (centres undefined)	2	2	1.8	-3	-5	4	.	2.1	-6	-4	1
CC(Oc1ccc2c(c1)oc(=O)c1ccccc12)C(=O)NCCN1CCOCC1 (centres undefined)	-6	-7	1.1	2	-7	10	-20	0.3	4	-16	8
O=[N+]([O-])c1ccc(CNc2ccc(Cl)cc2)s1	-6	-6	-1.2	2	2	-9	-8	-0.9	-2	2	2
COC(=O)COc1ccc2cccc(-n3cnnn3)c2c1	3	-4	-0.8	-1	-2	-22	-6	0.4	0	-11	12
CCc1ccccc1NS(=O)(=O)c1ccc(OC)c2ncccc12	-4	-14	-2.4	-5	-5	263	4	-2.4	-5	-5	-9
COC(=O)[C@]1(C)CCC[C@@]2(C)C3CC[C@@]4(C)C[C@]3(CCC21)CC4=NO (some centres undefined)	0	-19	-1.3	.	-21	19	21	-1.6	-6	11	6
O=C(Cc1ccc(Cl)cc1)Nc1ccc(S(=O)(=O)N2CCOCC2)cc1	-4	-19	0.6	3	-3	4	-8	-1.7	-4	6	-11
Cc1cc(C)c(NC(=O)C(=O)NCc2ccco2)c(C)c1	-4	-6	-0.6	-3	2	-11	23	-0.5	2	-2	5
Nc1nc(SCC(=O)Nc2cccc([N+](=O)[O-])c2)n[nH]1	-3	-11	-0.6	-1	6	3	7	-0.5	2	0	-2
O=C(CCc1nnc(-c2ccc3c(c2)OCO3)o1)NC(c1cccnc1)C(F)(F)F (centres undefined)	9	-12	-2.1	-1	-9	228	10	1.2	-6	5	-8
CCCn1nnc(NC(=O)/C=C/c2ccccc2)n1	6	-12	-3.5	0	-9	-15	2	0.5	-4	-8	-3

An excerpt of these results, with bars between the fields.
Compound | cardiac RTF act | PvdQ acylase | CDK5 inh | NSD2 inh | dFosB act | SUMO Mot1 rescue | PfHsp90 set2 | C-LANA FP | Keap1 Nrf2 FP | Rtt109 HAT inh | Cardiac RTF inh
CCCCNC(=S)N/N=C/c1sccc1C | 8 | -4 | -3.0 | -4 | -4 | -1 | -75 | 0.4 | 1 | -7 | 0
CCOc1ccc(CCNC(=O)CSc2cc(=O)n(CC)c3ccccc23)cc1OCC | -4 | -15 | . | -3 | -10 | 4 | 37 | -3.3 | -4 | 15 | -11

Screens deposited in PubChem BioAssay by several laboratories.
